Assay outcomes as filed in PubChem BioAssay.
Yeast life ext: extends the lifespan of yeast; S. cerevisiae growth with nicotinamide, OD615; deaD strain in restrictive glucose medium; inhibition of the nicotinamide effect, % at 10 µM; 0.68% of 130,000 active; AID 775;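 active means inhibition above a set limit, placed 3 SD over the median of all compounds, cut at about 26% in these data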;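 further: 0% = nicotinamide-treated wells and 100% = cells grown without nicotinamide; some compounds called inactive have numbers as strong as hits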
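Assay system: engineered S. cerevisiae DeaD replicative-lifespan strain, galactose-grown log-phase cells; medium: restrictive CSMM-D dextrose medium; also added: nicotinamide, 1.5 mM, co-present with compound; schedule: 48 h compound exposure at 30 °C, humidified; detection: absorbance at 615 nm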
GALR2 antag: GALR2 (human) receptor antagonism | 0.39% of 140,000 active | inhibition, % at 4 µM | GALR2-expressing cells, antagonist mode | AID 828 | O43603; in the data active means inhibition above about 27%;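 further: cells stimulated with galanin 1-16 at roughly its EC80; 0% = agonist challenge control and 100% = basal control without agonist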
Target sequence (O43603 whole entry, looked up): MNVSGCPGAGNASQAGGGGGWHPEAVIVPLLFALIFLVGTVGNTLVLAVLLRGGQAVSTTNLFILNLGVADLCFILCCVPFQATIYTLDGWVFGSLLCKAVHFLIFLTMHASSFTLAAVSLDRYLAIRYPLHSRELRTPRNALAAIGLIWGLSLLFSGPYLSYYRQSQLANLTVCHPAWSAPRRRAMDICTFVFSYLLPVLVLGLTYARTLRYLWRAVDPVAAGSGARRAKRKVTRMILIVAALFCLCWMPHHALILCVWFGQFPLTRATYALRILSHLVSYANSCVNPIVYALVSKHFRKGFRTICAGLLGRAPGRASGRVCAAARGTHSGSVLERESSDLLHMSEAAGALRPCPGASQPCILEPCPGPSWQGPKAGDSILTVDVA
E-sel TNF inh: TNF alpha driven E-selectin expression inhibition | HUVEC TNFa-induced E-selectin immunofluorescence, high content | 0.71% of 120,000 active | inhibition, % at 2 µM | AID 1246;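 active means inhibition above the batch mean plus 3 SD, and confirmed as a hit on visual image review, cut at about 43% in these data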;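 further: 0% = TNF-stimulated DMSO wells and 100% = unstimulated control wells; not every result past the cut was called active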
Yeast growth inh: reduces growth of yeast BB579 in restrictive medium; S. cerevisiae BB579 growth, OD615, 48 h; inhibition, % at 10 µM; AID 804; 0.51% of 140,000 active;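 active means inhibition above a set limit, 3 SD over the mean compound inhibition, cut at about 44% in these data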; further: inactives centre near -24
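test system = yeast BB579 (DeaD) | buffer or medium = restrictive CSMM-D medium | doses = single compound dose of 10 µM, 0.25% DMSO final | times = 4 h preincubation and 48 h exposure at 30 °C | technique = culture absorbance at 615 nm | benchmarks = amphotericin B 10 µg/mL, positive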
PTEN del growth: PTEN-deleted cell growth suppression; HCT116 PTEN-null viability, CellTiter-Glo, 60 h; active compounds read low; viability, % at 10 µM; 1.2% of 140,000 active;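 active means viability at or below a set limit, 4 SD under the median of all tested compounds, cut at about 3.7% in these data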;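 further: PTEN knockout HCT116 line with beta catenin targeted HCT116 as companion control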
MRP1 act: activates MRP-1; H69AR cells + doxorubicin, viability rescue, CellTiter-Glo; viability increase, % at 10 µM; 0.61% of 140,000 active; AID 799;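 active means viability gain under doxorubicin at or above a set limit, the compound median plus 3 SD, cut at about 4.7% in these data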;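 further: MRP-1 overexpressing cells given doxorubicin 25 µM after compound pretreatment; 18-22 h compound pretreatment then 72 h with doxorubicin before readout; 0% = doxorubicin-only wells and 100% = vehicle-treated cells without doxorubicin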
Phagocyt inh: blocks phagocytosis by macrophages; 0.07% of 110,000 active; J774A.1 macrophage IgG-bead phagocytosis, imaging; inhibition, % at 5 µM;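 active means inhibition above the mean of the plate negative controls plus 5 SD, cut at about 13% in these data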;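 further: phagocytic index as fraction of beads internalized from green versus red external bead signal; plate controls were DMSO negative control for no effect and cytochalasin-D positive control for full effect; some results beyond the cut were filed as inactive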
NPY Y2 blocker: blocks the human neuropeptide Y Y2 receptor. P49146. NPY-Y2 expressing cells, antagonist mode. inhibition, % at 2.7 µM. 0.99% of 140,000 active. AID 793; in the data active means inhibition above about 17%;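 further: 0% = vehicle with agonist challenge and 100% = reference antagonist with challenge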
Target sequence (P49146 whole entry, looked up): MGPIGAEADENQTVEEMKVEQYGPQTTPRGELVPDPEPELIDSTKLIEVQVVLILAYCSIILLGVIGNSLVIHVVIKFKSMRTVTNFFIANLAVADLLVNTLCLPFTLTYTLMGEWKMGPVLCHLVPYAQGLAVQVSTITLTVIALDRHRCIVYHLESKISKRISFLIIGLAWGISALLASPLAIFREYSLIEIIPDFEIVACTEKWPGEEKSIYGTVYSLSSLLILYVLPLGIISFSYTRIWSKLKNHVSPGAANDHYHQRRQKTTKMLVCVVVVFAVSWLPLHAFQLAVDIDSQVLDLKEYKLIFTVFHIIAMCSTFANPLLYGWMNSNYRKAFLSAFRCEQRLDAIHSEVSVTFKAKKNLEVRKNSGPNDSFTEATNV
Measles CPE: protection of cells from measles virus; Measles virus-infected cells, CPE protection, absorbance; protection (pct of control), % at 4 µM; 1.5% of 140,000 active; in the data active means protection mostly above about 24%, no sharp cut-off; inactive means mostly below about 26%; further: some compounds called inactive have numbers as strong as hits
bCat KO growth: beta-catenin-lacking colon tumor cell growth suppression; HCT116 beta-catenin knockout viability, CellTiter-Glo, 60 h; active compounds read low; viability, % at 10 µM; 1.5% of 140,000 active;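 active means viability at or under a set limit, the compound median less 4 SD, cut at about 6% in these data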;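 further: 0% = Hyamine 1622 control at 20 µM and 100% = untreated cell control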
An asterisk follows results filed as active.

Cc1cc(C(=O)CN2C(=O)NC3(CCCc4sccc43)C2=O)c(C)n1-c1ccc(Cl)cc1 (stereo unspecified) was read as Yeast life ext -1.5, GALR2 antag 4.0, Yeast growth inh -17.5, PTEN del growth 67.0, MRP1 act 3.5, Phagocyt inh -1.5, NPY Y2 blocker 0.2, Measles CPE 38.8* and bCat KO growth 71.7.
`CCOC(=O)c1cnc2ccc(OC)cc2c1NCc1ccccc1` gave Yeast life ext -8.8, GALR2 antag -3.8, E-sel TNF inh 14.2, Yeast growth inh -6.3, PTEN del growth 53.6, MRP1 act -2.7, Phagocyt inh -10.5, NPY Y2 blocker 19.3*, Measles CPE 9.9 and bCat KO growth 41.5.
Screening CC(C)[C@H](NC(=O)c1ccc(F)cc1)C(=O)OCC(=O)NC(=O)c1cccn1C returned Yeast life ext -6.2, GALR2 antag 0.6, Yeast growth inh -24.6, PTEN del growth 90.0, MRP1 act 1.5, Phagocyt inh -0.5, NPY Y2 blocker 1.6, Measles CPE 10.7 and bCat KO growth 93.5.
For Cc1cc2c(n1-c1ccc(C(N)=O)cc1)CC(C)(C)CC2=O the results were GALR2 antag -2.9, E-sel TNF inh -2.6, Yeast growth inh -16.7, PTEN del growth 95.7, MRP1 act -2.3, NPY Y2 blocker 5.4, Measles CPE 9.8 and bCat KO growth 98.9.
For O=C(Nc1cccc(Cl)c1)OCc1cn(-c2ccc(Cl)cc2)nn1 the results were Yeast life ext -9.0, GALR2 antag 6.7, E-sel TNF inh -20.8, Yeast growth inh -47.2, PTEN del growth 98.5, MRP1 act -1.2, NPY Y2 blocker 7.0, Measles CPE 1.7 and bCat KO growth 99.8.
Screening CCCCSc1cc(=O)n(-c2ccccc2)nc1C(=O)OCC returned Yeast life ext -0.1, GALR2 antag -1.4, E-sel TNF inh -35.8, Yeast growth inh -18.8, PTEN del growth 96.7, MRP1 act -3.5, Phagocyt inh -1.8, NPY Y2 blocker 13.1, Measles CPE 3.8 and bCat KO growth 87.9.
O=C1CN(C(=O)COC(=O)c2ccc(N3CCCCCC3)c([N+](=O)[O-])c2)c2ccccc2N1 was read as Yeast life ext 3.2, GALR2 antag -5.2, E-sel TNF inh 0.5, Yeast growth inh -43.1, PTEN del growth 95.9, MRP1 act -1.8, Phagocyt inh -13.3, NPY Y2 blocker 1.6, Measles CPE 14.1 and bCat KO growth 96.0.
Screening Cc1ccccc1OCC(=O)N/N=C/c1cccn1C returned Yeast life ext -8.4, GALR2 antag 0.3, E-sel TNF inh 0.0, Yeast growth inh 2.2, PTEN del growth 88.4, MRP1 act -2.6, Phagocyt inh -2.9, NPY Y2 blocker 0.6, Measles CPE 11.7 and bCat KO growth 81.2.
Screening O=C(NCc1ccc2c(c1)OCO2)c1cc2ccccc2oc1=O returned GALR2 antag 0.3, E-sel TNF inh -6.5, Yeast growth inh -26.6, PTEN del growth 94.4, MRP1 act -1.2, NPY Y2 blocker 0.0, Measles CPE 4.2 and bCat KO growth 97.2.
COCCn1nnnc1SCC(=O)N1CCCCC1 was read as Yeast life ext 1.4, GALR2 antag -10.3, E-sel TNF inh -13.1, Yeast growth inh -27.7, PTEN del growth 101.7, MRP1 act 1.3, NPY Y2 blocker -0.6, Measles CPE 10.7 and bCat KO growth 97.8.
For Clc1ccc(CNC2CCCC2)c(Cl)c1 the results were Yeast life ext -14.5, GALR2 antag -3.4, E-sel TNF inh -7.5, Yeast growth inh -23.4, PTEN del growth 91.2, MRP1 act 0.0, Phagocyt inh 0.0, NPY Y2 blocker 3.8, Measles CPE 7.5 and bCat KO growth 88.1.
Cc1ccccc1CNC(=O)c1ccc(Cl)c([N+](=O)[O-])c1 was read as Yeast life ext -2.5, GALR2 antag -7.9, E-sel TNF inh 18.0, Yeast growth inh 12.6, PTEN del growth 81.2, MRP1 act -3.0, Phagocyt inh 4.2, NPY Y2 blocker -0.6, Measles CPE 1.2 and bCat KO growth 71.4.
Screening Cc1nn(C)c2ncc(C(=O)c3cc(F)ccc3O)cc12 returned Yeast life ext -7.5, GALR2 antag 4.2, E-sel TNF inh -5.1, Yeast growth inh -55.3, PTEN del growth 87.6, MRP1 act -2.0, Phagocyt inh -0.7, NPY Y2 blocker -0.3, Measles CPE 7.1 and bCat KO growth 85.3.
Screening C=C(C)c1ccc(C(C)(C)NC(=O)NCc2ccco2)cc1 returned Yeast life ext -3.4, GALR2 antag 1.7, E-sel TNF inh 13.1, Yeast growth inh -50.9, PTEN del growth 102.2, MRP1 act -0.8, Phagocyt inh -1.2, NPY Y2 blocker 6.3, Measles CPE 4.2 and bCat KO growth 92.3.
`C=CCNC(NC(=O)c1ccccc1)(C(=O)OCC)C(F)(F)F` (stereo unspecified) gave Yeast life ext -5.9, GALR2 antag 1.4, Yeast growth inh 4.9, PTEN del growth 74.6, MRP1 act -2.2, Phagocyt inh -0.2, NPY Y2 blocker -0.3, Measles CPE 13.6 and bCat KO growth 75.7.
For O=C(CSc1nnc2n1CCCN2)c1ccc(Cl)cc1 the results were Yeast life ext 8.2, GALR2 antag -12.4, E-sel TNF inh 11.4, Yeast growth inh -43.5, PTEN del growth 91.0, MRP1 act -1.9, Phagocyt inh -5.1, NPY Y2 blocker 5.4, Measles CPE 4.8 and bCat KO growth 95.8.
Screening CC(C)(C)NC(=O)CN(C(=O)Cn1nnc(-c2ccc(Cl)cc2)n1)C1CCN(Cc2ccccc2)CC1 returned GALR2 antag -6.3, E-sel TNF inh -2.1, Yeast growth inh -39.8, PTEN del growth 27.8, MRP1 act -7.2, NPY Y2 blocker 12.8, Measles CPE 7.6 and bCat KO growth 1.6*.
c1ccc(OCCOCCN2CCN(C(c3ccccc3)c3ccccc3)CC2)cc1 was read as Yeast life ext 1.9, GALR2 antag 3.5, E-sel TNF inh -7.5, Yeast growth inh -52.5, PTEN del growth 58.0, MRP1 act -4.1, Phagocyt inh -0.6, NPY Y2 blocker 11.2, Measles CPE 2.5 and bCat KO growth 52.0.
For COc1ccc(C(O)c2nc3ccccc3s2)cc1 (stereo unspecified) the results were Yeast life ext -5.2, GALR2 antag -9.6, Yeast growth inh 2.0, PTEN del growth 74.9, MRP1 act -1.2, Phagocyt inh -0.3, NPY Y2 blocker 7.6, Measles CPE 4.2 and bCat KO growth 74.2.
`CCCCNC(=O)CNC(=S)N(Cc1cc(OC)c(OC)c(OC)c1)C1CCCC1` gave Yeast life ext 3.0, GALR2 antag 6.0, Yeast growth inh -28.6, PTEN del growth 90.2, MRP1 act -2.9, Phagocyt inh -6.6, NPY Y2 blocker 6.6, Measles CPE 24.8 and bCat KO growth 96.5.
`O=c1cc(C(Cl)(Cl)Cl)oc2c1ccc1ccccc12` gave Yeast life ext 0.5, GALR2 antag -6.5, E-sel TNF inh 12.1, Yeast growth inh -68.3, PTEN del growth 2.6*, MRP1 act -2.5, Phagocyt inh 0.5, NPY Y2 blocker 0.6, Measles CPE 0.4 and bCat KO growth 2.5*.
Screening COc1ccc(C(=O)Nc2ccc(S(=O)(=O)Nc3onc(C)c3C)cc2)cc1OC returned Yeast life ext -21.6, GALR2 antag 0.5, E-sel TNF inh 1.2, Yeast growth inh -25.3, PTEN del growth 94.8, MRP1 act -1.1, Phagocyt inh -3.1, NPY Y2 blocker 1.3, Measles CPE 11.6 and bCat KO growth 111.8.
Screening COc1cccc(C2=NOC(C(=O)Nc3cccc(C(C)=O)c3)C2)c1OC (stereo unspecified) returned Yeast life ext -10.8, GALR2 antag 11.6, Yeast growth inh -35.0, PTEN del growth 109.3, MRP1 act -0.2, Phagocyt inh -0.6, NPY Y2 blocker 1.1, Measles CPE 1.7 and bCat KO growth 91.7.
For O=C(NCCCN1CCCCCC1)C1CC(=O)N(CCc2ccccc2)C1 (stereo unspecified) the results were Yeast life ext -15.3, GALR2 antag -0.8, E-sel TNF inh 17.9, Yeast growth inh 14.4, PTEN del growth 100.0, MRP1 act 0.2, Phagocyt inh -0.4, NPY Y2 blocker 1.2, Measles CPE 4.4 and bCat KO growth 97.6.
`Cc1ccc2[nH]c3c(c2c1)CC/C(=C/c1ccccc1)C3=O` gave Yeast life ext 80.9*, GALR2 antag -16.8, E-sel TNF inh 11.2, Yeast growth inh -86.2, PTEN del growth 97.8, MRP1 act -0.8, Phagocyt inh 2.6, NPY Y2 blocker 8.6, Measles CPE 9.1 and bCat KO growth 98.0.
For CN(Cc1ccccc1)C(=O)COC(=O)c1cc(-c2ccc(Cl)s2)nc2ccccc12 the results were Yeast life ext -9.7, GALR2 antag -6.3, E-sel TNF inh 7.7, Yeast growth inh -94.6, PTEN del growth 92.6, MRP1 act 1.9, Phagocyt inh -0.4, NPY Y2 blocker -4.2, Measles CPE 8.1 and bCat KO growth 88.1.
`COc1ccc(NS(=O)(=O)c2cccc(C(=O)N/N=C(\C)c3ccc(-n4ccnc4)cc3)c2)cc1` gave Yeast life ext -5.8, GALR2 antag 2.1, E-sel TNF inh -16.4, Yeast growth inh -9.7, PTEN del growth 90.4, MRP1 act 0.0, Phagocyt inh 0.0, NPY Y2 blocker 1.5, Measles CPE 8.0 and bCat KO growth 89.9.
`O=C(CCC1CCCCC1)Nc1ccccc1O` gave Yeast life ext -12.4, GALR2 antag -13.6, E-sel TNF inh -1.3, Yeast growth inh -59.1, PTEN del growth 94.0, MRP1 act -1.8, NPY Y2 blocker 2.6, Measles CPE 14.5 and bCat KO growth 96.5.
`COc1ccc(-c2cc(-c3ccc(OC)cc3)[nH]n2)cc1` gave Yeast life ext -13.4, GALR2 antag -8.1, E-sel TNF inh 36.9, Yeast growth inh -76.9, PTEN del growth 81.0, MRP1 act -1.7, Phagocyt inh -0.3, NPY Y2 blocker 3.5, Measles CPE 8.8 and bCat KO growth 74.9.
`C(=N\c1nc2ccccc2n1CCN1CCCCC1)/c1ccc2c(c1)OCO2` gave Yeast life ext -29.9, GALR2 antag 6.2, E-sel TNF inh -36.6, Yeast growth inh -4.1, PTEN del growth 81.9, MRP1 act -3.5, Phagocyt inh -0.3, NPY Y2 blocker 4.4, Measles CPE 5.8 and bCat KO growth 62.8.
COc1ccc2[nH]c(C)c(CCN(Cc3cccs3)C(=S)Nc3ccccc3OC)c2c1 was read as Yeast life ext -10.3, GALR2 antag 7.3, Yeast growth inh -33.8, PTEN del growth 56.6, MRP1 act -5.1, Phagocyt inh -0.7, NPY Y2 blocker -0.8, Measles CPE 6.2 and bCat KO growth 56.9.
For O=C(NC1CCCC1)c1nc2c(nnn2Cc2cccc(Cl)c2)c(=O)[nH]1 the results were Yeast life ext -1.0, GALR2 antag 4.8, E-sel TNF inh -22.4, Yeast growth inh -70.8, PTEN del growth 108.9, MRP1 act -1.4, NPY Y2 blocker 8.9, Measles CPE 13.9 and bCat KO growth 107.0.
